Screening results: PubChem, several laboratories
TNAP activators = human TNAP enzyme activators, primary screen, biochemical, luminescent, no phosphate acceptor, uHTS (AID 1001) | purified TNAP, luminescent activation assay, no phosphate acceptor; higher activation fold means a stronger effect | activation fold at 20 µM, or EC50 in µM where a hit was titrated | hit rate 0.03% among 200,000; in the data active means activation fold from about 3, or a potency from the dose series; inactive means the rest, 99 in 100 with activation fold below about 1.6; further: many of its hits are not listed in these tables
Hep lipid drop = modulators of hepatic lipid droplet formation; hit rate 0.4% among 240,000; inhibition, % at 6.5 µM; AML12 mouse hepatocytes, oleate lipid droplets, BODIPY imaging; AID 1656;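 active means lipid droplet intensity inhibited by at least 50%, with more than 500 cells counted; inconclusive means wells with under 300 cells, treated as cytotoxic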
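System: AML12 hepatocytes (mouse). Probe or stimulus: oleic acid at 100 µM to induce lipid droplet formation. Times: overnight treatment with compound plus oleate. Detection: Image-based BODIPY and DAPI two-channel analysis. Evaluation: percent inhibition of filter-corrected integrated lipid droplet intensity per well.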
T cell HTS = T cell immune modulation candidate | 2C CD8+ T cell-vesicle binding, flow cytometry; active compounds read low | calls only at 7 µM | hit rate 0.068% among 330,000 | AID 2052;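 active means response, share of CD8 T cells binding vesicles, and their 90th percentile fluorescence all below set limits, cut at about 80% in these data, passing the limit was not always enough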
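Assay system – 2C mouse CD8+ T cells · Also added – QL9-loaded Drosophila micro-vesicles · Timing – Cell–vesicle co-incubation 1.5 h at 37 °C, staining 20 min on ice · Signal – flow cytometry of vesicle-bound cells · Measure – percent CD8+ FL2 mean versus row control · Controls – Peptide-free naked vesicles (low) and QL9 vesicles with 0.7% DMSO vehicle (high)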
bCat nuc transl = modulators of beta-catenin nuclear translocation | HeLa beta-catenin nuclear translocation, immunofluorescence imaging | nuclear translocation activity, % at 5 µM | hit rate 0.3% among 190,000 | AID 1665;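 active means nuclear translocation activity above 50% at 5 µM, with a well cell count of 50 or more; inconclusive means wells under 50 cells across six images, flagged as toxic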;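 further: per-cell ratio of nuclear to cytoplasmic median beta-catenin stain intensity; plate controls were DMSO negative control for no effect and GSK-3 inhibitor IX positive control for full effect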
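Assay system: human HeLa cells, native beta-catenin; doses: 5 µM primary, 0.02–20 µM confirmation; incubation: compound treatment 24 h, 37°C, 5% CO2; technique: fluorescence imaging of beta-catenin antibody stain plus DAPI; measure: % activation, nuclear-to-cytoplasmic median beta-catenin signal ratio per cell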
MT stabilizer = stabilizes microtubules in HeLa cells | HeLa tubulin immunostaining HCS, 24 h; share of cells brighter than vehicle mean+2SD | % tubulin-high responders, % at 10 µM | hit rate 0.83% among 200,000;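 active means plate Z-score above 3 for both tubulin-high and condensed-nucleus cell shares, with cell loss under 80%, at 10 µM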;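 further: anti alpha tubulin signal scored within the nucleus-defined area of each cell; some results filed as inactive read as strong as hits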
Insulin prom up = MIN6 insulin promoter up-regulation | z-score at 5 µM | MIN6 insulin promoter-GFP reporter, high-content imaging; active compounds read high | AID 1625 | hit rate 0.3% among 190,000;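 active means z-score above 3 at 5 µM with at least 500 cells counted in the well; inconclusive means wells under 500 cells, flagged as cytotoxic or low count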
human PMI inhibition = inhibitors of human PMI, primary screen, biochemical, fluorescence intensity, coupled assay (AID 1209); purified PMI enzyme, coupled fluorescence intensity; higher % means a stronger effect; inhibition, % at 20 µM, or IC50 in µM where a hit was titrated; hit rate 0.42% among 190,000; in the data active means inhibition above about 50%;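 further: plate controls were DMSO vehicle for no effect and wells lacking substrate for full effect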
Dynein transport = blocks dynein driven cargo transport along microtubules; 3617.4 mouse cells, GR-EGFP nuclear translocation imaging; test concentration mostly 20 µM; stimulated with dexamethasone, 1 µM; active compounds read low; z-score, hits read low; hit rate 0.47% among 220,000; AID 1381;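 active means plate z-score of nuclear minus cytoplasmic receptor signal below a set negative limit, without overly bright fluorescence or cell loss, cut at about -3.5 in these data, passing the limit was not always enough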;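 further: z-score of nuclear minus cytoplasmic ring GR-EGFP intensity difference per well; some compounds called inactive have numbers as strong as hits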
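Buffer or medium: tet-free, stripped-serum medium; reagent: dexamethasone at 1.0 µM final, 30 min; incubation: 48 h induction, 1 h compound, 30 min dex at 37 °C; measured by: formaldehyde fixation, Hoechst nuclear stain, 10x automated fluorescence imaging; read-out: nuclear-to-cytoplasmic GR-EGFP distribution per well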
Myeloid diff MLP = myeloid differentiation induction. ER-HoxA9 myeloid progenitors, lysozyme-GFP differentiation, flow cytometry. calls only at 10 µM. hit rate 1% among 360,000. AID 624256;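 active means normalized GFP-positive differentiation at or above the plate's own cutoff, the solvent-only control mean plus 3 SD; inconclusive means no clear call, values can overlap the other calls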;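 further: cells exposed to compound for four days before flow analysis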
Dynein transport cytoplasmic EGFP = second read-out of Dynein transport, no call of its own (marks repeat the call); z-score; measured here: cytoplasmic GR-EGFP intensity; active compounds read high
Dynein transport nuclear GR-EGFP = second read-out of Dynein transport, no call of its own (marks repeat the call); z-score; measured here: nuclear GR-EGFP intensity;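 lower value marks the stronger effect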
Dynein transport cell count = second read-out of Dynein transport, no call of its own (marks repeat the call); z-score; measured here: cell count per field
Insulin prom up cell count = also measured in Insulin prom up; calls as there; cell count; measured here: cytotoxicity, nuclei count;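 total cells summed across four imaged fields per well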
Hep lipid drop cells 6.5 µM = further read-out of Hep lipid drop, marked with its call; cell count; measured here: cell count, cytotoxicity flag;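 cells counted across two imaged fields per well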
bCat nuc transl cell count 5 µM = also measured in bCat nuc transl; calls as there; cell count; measured here: cell count, cytotoxicity flag
T cell HTS vesicle-bound % = further read-out of T cell HTS, marked with its call; double positive events, %; measured here: CD8+ vesicle-bound cell fraction;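 binding gate set so that unloaded-vesicle control wells show 10% double positive cells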
MT stabilizer Hoechst-high % = second read-out of MT stabilizer, no call of its own (marks repeat the call); % Hoechst-high responders; measured here: nuclear condensation Hoechst responders;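 share of cells brighter than vehicle mean plus two SD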
MT stabilizer cytotoxicity % = also measured in MT stabilizer; calls as there; toxicity, %; measured here: cytotoxicity by cell density;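 0% = mean cell density of plate MIN control wells and 100% = no cells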
Myeloid diff MLP GFP+ MAC1+ % = also measured in Myeloid diff MLP; calls as there; GFP+ MAC1+ double positive, %; measured here: differentiation confirmed by MAC1 staining
The depositor's hits bear a star; i = inactive; ? = inconclusive; / = no result given.

SMILES	TNAP activators	Hep lipid drop	Hep lipid drop cells 6.5 µM	T cell HTS	T cell HTS vesicle-bound %	bCat nuc transl	bCat nuc transl cell count 5 µM	MT stabilizer	MT stabilizer Hoechst-high %	MT stabilizer cytotoxicity %	Insulin prom up	Insulin prom up cell count	human PMI inhibition	Dynein transport	Dynein transport cytoplasmic EGFP	Dynein transport nuclear GR-EGFP	Dynein transport cell count	Myeloid diff MLP	Myeloid diff MLP GFP+ MAC1+ %
CCOC(=O)C1(CCOc2ccccc2)CCN(Cc2cccc3c2OCO3)CC1	1	-16.1	660	i	23.2	0.6	1444	1.6	1.5	4.1	-0.14	1379	7.1%	-0.447	-0.332	0.193	0.343	i	0.4
CS(=O)(=O)c1ccc2nc(NC(=O)C3C4C=CC(C4)C3C(=O)O)sc2c1 (stereo not drawn)	1.1	-3.2	691	i	45.3	0.5	1046	1.3	1.5	7.5	0.36	1797	6.6%	-0.267	0.0568	0.506	-1.81	i	0.9
CC(C)(C)C(=O)N/C(N)=N/c1nc2ccccc2o1	/	-1.7	700	i	51.1	-2.5	1159	/	/	/	0.26	1452	/	-1.37	-0.246	-0.661	0.371	i	0.0
CCNc1nc(SC)nc(N(C#N)CC(=O)OC)n1	1.1	-2.7	779	i	58.5	-1.7	1162	2.6	1.9	3.1	-0.03	907	-0.2%	0.4	-0.12	0.552	0.398	i	4.4
Cc1ccccc1NC(=S)NCc1ccc(Cl)cc1	1.2	-11.1	630	i	44.2	0.0	1329	2.1	3.2	7.8	0.17	1279	19.7%	0.35	-0.257	0.218	-0.0101	i	0.1
O=C(NNS(=O)(=O)c1ccccc1)c1ccc(O)cc1	1.1	14.2	613	i	49.8	-0.7	909	3.0	3.5	9.3	0.28	1217	12.0%	1.43	-0.231	0.613	-1.2	i	0.2
C=CCNC(=O)c1ccc(C)cc1Cl	1.2	/	/	i	43.1	-3.7	962	7.9	2.1	1.5	0.79	1100	-9.2%	0.458	-0.117	0.434	0.348	i	1.4
COC(=O)c1ccc(COC(=O)c2ccccn2)cc1	1.1	1.3	777	i	30.5	-3.8	1181	4.0	2.2	1.6	0.05	1237	11.7%	-0.184	-0.199	0.0963	0.832	i	1.4
O=C(CCSc1ccccc1Cl)Nc1cccc([N+](=O)[O-])c1	1	7.7	586	i	61.3	4.5	470	2.9	4.1	8.7	-0.05	1256	28.4%	-0.561	-0.315	-0.535	0.375	i	0.3
O=C(O)CSc1ncccn1	1.2	11.0	672	i	36.8	0.5	1107	1.6	0.9	2.8	0.35	1192	-18.2%	-0.474	0.124	-0.285	0.258	i	0.7
CCOc1ccc(OCCCCNCCN)cc1	1	24.3	792	i	43.3	-8.1	1266	3.5	1.5	7.9	/	/	3.3%	0.801	0.0764	0.684	0.2	/	/
CCOC(=O)c1cc(CC)sc1NC(=O)Cc1ccsc1	1.2	/	/	i	24.7	0.7	990	4.1	1.9	6.6	-1.46	1340	9.9%	-0.0903	-0.18	0.234	-0.656	i	0.4
CC(C)(C)OC(=O)C(Cc1ccc(OC(C)(C)C)cc1)NC(=O)CNC(=O)OCc1ccccc1 (stereo not drawn)	1.1	-1.9	596	i	19.2	-1.1	959	2.8	2.6	6.7	-0.47	1252	22.2%	0.392	-0.262	-0.044	-0.00539	i	1.3
COc1ccc(CN(Cc2cc3ccc(C)cc3[nH]c2=O)Cc2nnnn2C2CCCC2)cc1	1	/	/	i	43.7	0.7	1108	/	/	/	/	/	4.3%	/	/	/	/	?	/
O=C(COC(=O)CNC(=O)c1ccco1)NCc1ccc(F)cc1	0.9	2.3	685	i	50.5	1.9	1035	1.7	2.4	2.4	0.73	1110	-27.8%	-0.426	-0.28	-0.194	0.327	i	0.5
COC(=O)C1CCN(C(=O)COC(=O)CCc2nc3ccccc3c(=O)[nH]2)CC1	1.1	13.4	702	i	50.2	-1.9	995	2.3	2.5	9.6	-0.12	1346	-49.7%	-0.117	-0.309	-0.474	0.841	i	0.3
CCOc1ccc(-c2c(=O)n(OCc3nc4ccccc4[nH]3)c3ccccc3[n+]2[O-])cc1	/	0.0	658	i	7.2	-0.4	1281	/	/	/	-1.08	1162	/	-2.48	0.197	-1.5	0.47	i	1.3
Cc1nc2ccccc2nc(C)c1=NOCc1cccc(Cl)c1	1.1	0.5	704	i	23.4	-2.3	1204	5.6	1.5	11.1	-0.24	1409	14.4%	-0.859	-0.0157	-0.17	0.384	i	2.0
COc1ccc(CN2CCn3ncc(C(=O)Nc4ccccc4)c3C2=O)cc1	1.1	/	/	i	61.4	3.5	1390	2.8	1.4	7.8	-0.51	1121	1.8%	0.53	-0.224	0.405	-0.698	i	0.6
COc1ccc(OCCN2C(=O)NC3(CCc4ccccc4C3)C2=O)cc1 (stereo not drawn)	1.2	-2.5	676	i	64.8	-1.2	890	2.3	3.9	6.9	-0.02	1241	17.2%	0.891	-0.271	0.25	0.183	i	0.7
CCN(CC)CCOC(=O)c1cccc(Br)c1	1.2	/	/	i	25.0	-4.4	1010	1.1	1.9	5.7	-0.03	1102	-5.7%	1.24	-0.157	0.726	-1.49	i	0.9
Cn1cc(C=O)c2cc(S(=O)(=O)N3CCOCC3)ccc21	0.9	-3.9	727	i	16.7	1.7	516	2.4	1.6	0.4	-0.15	1267	3.1%	1.3	-0.0945	2.34	-1.63	i	0.2
CCOC(=O)c1c(C)c(C(=O)N2CCN(c3cccc(Cl)c3)CC2)c(C)n1C	1	/	/	i	42.4	-0.2	1415	5.9	3.6	1.1	-0.26	1203	19.4%	-0.714	-0.187	-0.186	0.0563	i	1.7
O=C(COc1ccccc1)NN1C(=O)CSC1=S	1.2	-0.5	711	i	49.9	-1.5	1100	4.1	4.2	7.7	-0.04	1251	-0.1%	-0.586	-0.147	0.0469	1.1	i	0.2
O=C(CC12CC3CC(CC(C3)C1)C2)NCC(=O)N1CCCC1	1	0.6	768	i	40.5	-0.4	1036	2.8	1.9	3.0	-0.61	1323	10.7%	0.491	-0.233	0.216	-0.0333	i	1.1
CCOC(=O)c1sc2nc(N3CCOCC3)c3c(c2c1N)CC(C)(C)N(C)C3	1.1	/	/	i	47.3	-4.5	927	2.3	1.9	3.2	-0.5	1154	8.0%	0.1	-0.165	0.238	-0.0799	i	1.1
NS(=O)(=O)c1ccc(Cc2ncc(C(F)(F)F)cc2Cl)s1	1.1	6.5	721	i	49.9	-8.6	1231	1.0	1.2	8.6	/	/	-16.6%	-0.393	0.0255	0.148	-0.34	i	0.3
Cc1ccc(Oc2ncc(CN3CCOCC3)s2)cc1	1	/	/	i	58.4	/	/	3.7	2.6	6.3	/	/	-5.0%	2.22	-0.209	0.0451	-1.74	i	0.7
CCN1C(=O)/C(=C\c2nc3ccccc3c(=O)n2CC)c2ccccc21	0.9	3.0	701	i	45.0	-1.3	1101	13.9	1.1	9.2	0.53	1356	12.0%	-0.351	-0.35	-0.163	0.288	i	1.2
CN(C)/C=C(/C(=O)c1ccc(Cl)cc1Cl)S(=O)(=O)c1ccc(Cl)cc1	1	10.8	619	i	34.1	1.6	1077	1.3	1.5	7.9	/	/	4.9%	-0.625	-0.06	-0.142	0.208	i	1.3
O=C(NC1=NC2CCCCC2N1)c1ccccc1 (stereo not drawn)	1.1	4.1	758	i	28.3	0.4	972	1.8	3.3	10.6	0.09	1126	1.4%	-0.774	-0.185	-0.316	0.567	i	0.6
O=C(OCc1ccc2c(c1)OCO2)c1ccc(S(=O)(=O)N2CCCCC2)cc1	1.1	-1.0	726	i	57.4	-0.5	921	3.1	2.8	11.2	0.22	1788	13.3%	0.58	-0.241	0.594	2.5	i	0.6
Cc1cc(C(F)(F)F)n(-c2nc(C(=O)NNS(=O)(=O)c3ccccc3[N+](=O)[O-])cs2)n1	1.1	-2.2	697	i	38.8	-11.1	1117	2.1	2.3	6.0	-0.97	1364	-22.3%	-0.481	-0.28	-0.0766	0.631	/	/
COc1ccc(NC(=O)Cn2c(=O)n(-c3ccc(OC)cc3OC)c(=O)c3c(C)c(C)sc32)cc1	1.1	35.1	634	i	5.7	-2.0	1054	1.7	4.0	3.7	1.06	1520	20.7%	0.0624	-0.316	-0.0976	0.904	i	0.6
